# Bioassay records as filed in PubChem BioAssay.
# Vif-APOBEC3F blk: inhibitors of Vif-A3F interaction; HeLa A3F-eYFP + Vif (tagged APOBEC3F with the HIV-1 protein that degrades it), YFP fluorescence increase; 0.2% of 390,000 active; AID 602313; Potency, µM (series often up to 46.1 µM), without a hit: at the top dose activity, negative = active; also: potency is read from the fitted curve at half-maximal effect; % of control where 0% means no effect; nearly all actives have a fitted effect of over 65% in size
#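 Fluorescence increase (Ex 488/Em 500-530) after overnight compound treatment at 37 deg C flags inhibition of Vif-driven A3F-eYFP loss in stable HeLa A3F-eYFP/Vif cells seeded overnight beforehand.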
# mIDH1 inhibitor: inhibitors of human mutant IDH1 R132H. O75874. AID 602179. 0.093% of 390,000 active. IDH1-R132H enzyme, NADPH consumption, diaphorase/resazurin fluorescence. Potency, µM (series often up to 76.6 µM), inactives show top-dose activity change, negative = inhibition, usual class: inhibitors; also: potency is read from the fitted curve at half-maximal effect; % is scaled to controls: 0 for no effect and ±100 for the full control effect; nearly all actives have a fitted effect of over 65% in size
#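 IDH1-R132H (0.5 ug/mL dispensed) in pH 7.5 Tris buffer was preincubated 30 min with compound, then given a substrate mix of 0.016 mM NADPH and 2 mM alpha-KG for 80 min at room temperature; remaining NADPH was read by diaphorase/resazurin fluorescence.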
# TrxR1 substrate: substrates of rat thioredoxin reductase 1; O89049; purified TrxR1 substrate turnover, NADPH consumption readout; Potency, µM (top dose mostly 114 µM), for the others: at the top dose activity change, negative = substrate turnover; 0.01% of 390,000 active; also: potency is read from the fitted curve at half-maximal effect; % is scaled to controls: 0 for no effect and ±100 for the full control effect; nearly all actives have a fitted effect of over 50% in size
#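 Rat TrxR1, dispensed at 90 nM, was prereduced with 400 uM NADPH (final) for 5 min at ~22 deg C, then incubated with compound 15 min before 400 uM selenite. A first-read NADPH fluorescence drop versus no-compound background flagged substrates.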
# RXFP1 agonist: RXFP1 (human) receptor agonism | Potency, µM (doses to about 57.5 µM), without a hit: at the highest dose activation, usual class: activators | HEK293T-RXFP1 cAMP TR-FRET, 30 min; response scale: percent of porcine relaxin response, buffer zero | AID 2676 | 0.3% of 370,000 active | Q9HBX9; also: potency is read from the fitted curve at half-maximal effect; % is scaled to controls: 0 for no effect and ±100 for the full control effect; nearly all actives have a fitted effect of over 60% in size; many of its hits are not listed in these tables
#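 Agonist response is measured as cAMP accumulation in an RXFP1-transfected HEK293T line under PDE4 inhibition. Values are scaled between buffer-only and 29 nM porcine relaxin, and EC50s come from standard Hill equation fits.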
# Vif-APOBEC3G blk: inhibitors of Vif-APOBEC3G interaction; Potency, µM (titrated, usually from 46.1 µM), inactives show at the top dose activity, negative = active, usual class: inhibitors; HeLa A3G-eYFP + Vif (tagged APOBEC3G with the HIV-1 protein that degrades it), YFP fluorescence, overnight; 0.076% of 410,000 active;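 also: potency is read from the fitted curve at half-maximal effect; % is scaled to controls: 0 for no effect and ±100 for the full control effect; nearly all actives have a fitted effect of over 60% in size; hits raise eYFP signal because A3G escapes Vif-driven loss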
# Target sequence (Q9HC16 whole entry, looked up): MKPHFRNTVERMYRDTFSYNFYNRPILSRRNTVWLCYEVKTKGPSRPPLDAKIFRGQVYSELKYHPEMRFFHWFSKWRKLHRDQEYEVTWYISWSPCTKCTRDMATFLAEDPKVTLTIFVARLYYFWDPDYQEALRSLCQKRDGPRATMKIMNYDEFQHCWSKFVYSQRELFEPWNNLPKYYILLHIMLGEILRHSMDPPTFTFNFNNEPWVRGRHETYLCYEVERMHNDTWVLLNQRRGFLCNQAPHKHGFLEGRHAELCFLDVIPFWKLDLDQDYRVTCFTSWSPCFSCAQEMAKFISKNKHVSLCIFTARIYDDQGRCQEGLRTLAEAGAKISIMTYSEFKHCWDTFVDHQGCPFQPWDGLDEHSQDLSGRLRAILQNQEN
#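 HeLa cells stably expressing Vif and C-terminally eYFP-tagged A3G, seeded overnight at 37 deg C, then exposed to compound by pintool overnight at 37 deg C. Rise in yellow fluorescence (Ex 488/Em 500-530, Acumen) marks blocked Vif-driven A3G degradation.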
# PI4K2A block: PI4K2A (human) kinase inhibition | Q9BTU6 | purified PI4K2A, ADP-Glo luminescence, 1 h; active compounds read low | activity change, negative = inhibition, % at 76.9 µM | 0.13% of 420,000 active; in the data active = activity change below about -50%; inconclusive = mostly about -30% to -49%;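 also: -100% = wells without enzyme as full effect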
# Target sequence (Q9BTU6 whole entry, looked up): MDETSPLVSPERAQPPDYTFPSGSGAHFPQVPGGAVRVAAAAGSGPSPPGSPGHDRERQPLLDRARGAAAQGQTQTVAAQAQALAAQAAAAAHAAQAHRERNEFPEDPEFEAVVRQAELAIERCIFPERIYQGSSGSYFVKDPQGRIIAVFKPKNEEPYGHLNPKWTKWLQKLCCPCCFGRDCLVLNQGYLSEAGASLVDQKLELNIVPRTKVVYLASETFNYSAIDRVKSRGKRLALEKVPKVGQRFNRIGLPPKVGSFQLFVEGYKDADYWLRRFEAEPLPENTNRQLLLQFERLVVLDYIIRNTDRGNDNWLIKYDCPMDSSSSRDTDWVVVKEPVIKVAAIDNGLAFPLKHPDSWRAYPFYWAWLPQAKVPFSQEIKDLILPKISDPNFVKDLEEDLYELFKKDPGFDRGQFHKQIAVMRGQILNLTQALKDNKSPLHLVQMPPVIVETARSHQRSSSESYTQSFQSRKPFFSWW
#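 PI4K2A activity was measured by ADP-Glo luminescence: enzyme (4 ug/mL stock) and phosphatidylinositol (1.2 mM stock) in Tris pH 7.5/MgCl2/EGTA/Triton X-100 buffer were reacted with ATP (300 microM stock) for one hour at ambient temperature.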
# USP1-UAF1 inh: USP1/UAF1 (human) deubiquitinase inhibition. 0.23% of 390,000 active. Potency, µM (series often up to 57.1 µM), without a hit: at the top dose activity change, negative = inhibition, usual class: inhibitors. recombinant USP1/UAF1, Ub-Rhodamine cleavage fluorescence; also: potency is read from the fitted curve at half-maximal effect; % is scaled to controls: 0 for no effect and ±100 for the full control effect; nearly all actives have a fitted effect of over 60% in size; inactives centre near -12
#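 1 nM enzyme complex + cpd, 15 min RT; start with Ub-Rho 150nM final; kinetic fluorescence ex 480/em 540, 6 reads q60 s. Buffer 50mM HEPES pH 7.8, 0.5mM EDTA, 0.1 mg/ml BSA, 1mM TCEP, 0.01% Tween-20.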
# LDHA inh: inhibitors of human lactate dehydrogenase A | activity change, % (values are at about 110 or 230 µM) | purified LDHA, NADH/diaphorase-resazurin fluorescence; active compounds read low | 0.15% of 480,000 active | P00338 | AID 1347041; in the data active = activity change below about -30%; inconclusive = mostly about -25% to -30%;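 also: plate controls were DMSO wells for no effect and wells without enzyme for full effect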
#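 Enzyme activity of human lactate dehydrogenase 5 (2 nM; 0.06 mM NADH, 0.2 mM pyruvate, 5 min, RT) is measured via a resazurin/diaphorase fluorescence readout of residual NADH.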
# GRP78 ERSR act: ER stress response induction in glioma; U87-MG GRP78 promoter luciferase reporter, 16 h; Potency, µM, without a hit: top-dose activation, most hits filed as activators; 0.02% of 420,000 active; AID 602332; also: potency is read from the fitted curve at half-maximal effect; series mostly up to about 76 µM; % of control where 0% means no effect; nearly all actives have a fitted effect of over 35% in size
#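 Stably transfected U87-MG human glioma cells carrying a GRP78-based luminescent sensor were seeded at 1000 cells/well, pin-dosed with compounds and incubated 16 h. Luciferase reagent was then added, and end-point luminescence was read after 10 min at room temperature.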
# Active calls of the source: *; ? = inconclusive; / = not tested or not shown; & = joins results of further samples; [ ] = remark or other dose. Unless noted, calls follow the shape of the dose curve; as a rule, active = well fitted curve in the direction sought with a large enough effect; inconclusive = small, poorly fitted or top-dose-only effect, or another doubt; inactive = no such curve, though single readings can be large; an effect the other way counts as inactive or inconclusive. The list is partial, so the mix of outcomes need not match the whole.
1) Cc1cc(C)cc(OCCOc2cccc(C=C3C(=O)NC(=O)NC3=O)c2)c1
2) C=CCn1c(=O)c(C=Nc2cccnc2Cl)c(O)n(CCCC)c1=O
3) Cc1ccccc1-n1c(O)c(C=Nc2ccc3c(c2)OCO3)c(=O)[nH]c1=O
4) CCC(C)(C)n1nnnc1CN1CCC(n2c(C)nc3cc(C(F)(F)F)ccc32)CC1
5) COc1ccc(C(=O)C2CCCN(Cc3cccc(C)n3)C2)c(OC)c1 (configuration not stated)
6) COC(=O)CSC1=NN1c1cc(C)nc(N)n1
7) CCOC(=O)CC1c2ccccc2-n2nncc2CN1C (configuration not stated)
8) CCOc1ccc(CNCCc2ccc3c(c2)OCO3)cc1
9) O=C(c1ccc(N2CCCCCC2)c([N+](=O)[O-])c1)N1CCC2(CC1)OCCO2
10) COc1cccc(Oc2coc3cc(OC(=O)N(C)C)ccc3c2=O)c1
Compound	1	2	3	4	5	6	7	8	9	10
RXFP1 agonist	1.0%	2.6%	0.1%	1.8%	1.0%	11%	/	1.8%	-1.2%	1.5%
USP1-UAF1 inh	?	-20%	-12%	7%	-5%	-2%	-20%	-22%	0%	-4%
PI4K2A block	-28	-9	4	6	3	-4	7	-1	-3	4
TrxR1 substrate	1%	2%	-19%	-3%	4%	4%[57.1 µM]	-6%	-2%	-6%	-1%
mIDH1 inhibitor	-1%	2%	1%	2%	7%	-4%	11%	-1%	4%	1%
LDHA inh	-8	0	9	2	-3	-1	2	-12	2	-6
GRP78 ERSR act	-4%	-6%	0%	0%	-3%	-4%	-2%	0%	-3%	5%
Vif-APOBEC3G blk	5%	?	0%	3%	4%	-2%	2%	2%	1%	2%
Vif-APOBEC3F blk	2%	?	-1%	-3%	3%	-1%	-1%	-6%	-7%	-1%

11) CCc1nnc(NS(=O)(=O)c2ccc(N=Cc3c(O)n(-c4ccc(Cl)cc4)c(=O)[nH]c3=O)cc2)s1
12) COC(=O)C1=C(c2ccccc2OCc2ccccc2)C[C@@H]2CC[C@H]1N2C(=O)NCCOc1ccccc1
13) COC(=O)C1=C(c2cc3ccccc3s2)C[C@@H]2CC[C@H]1N2C(=O)N1CCC(C)CC1
14) COc1cc(/C=C/c2cccc[n+]2C)ccc1OCC(=O)Nc1ccccc1C
15) Cc1nc2cc([N+](=O)[O-])ccc2c(=O)n1-c1cccc(Br)c1
16) CC(C)(C)C(=O)Nc1ccc(S(=O)(=O)N2CC3CC(C2)c2cccc(=O)n2C3)cc1 (configuration not stated)
17) O=C(C1CCC(=O)N1Cc1ccc(F)cc1)N1CCC2(CC1)OCCO2 (configuration not stated)
18) CCN(CC)CC(O)c1ccc(C2CCCC2)cc1 (configuration not stated)
19) Cn1cc(C(=O)NP(=O)(N2CCOCC2)N2CCOCC2)c2ccccc21
20) C/C=C1/C[C@@H](C)[C@](O)(CO)C(=O)OCC2=CCN3CC[C@@H](OC1=O)[C@@H]23
Compound	11	12	13	14	15	16	17	18	19	20
RXFP1 agonist	-0.8%	-0.3%	/	0.5%	/	0.4%	2.0%	0.3%	-0.5%	-1.1%
USP1-UAF1 inh	?	-27%	-19%	-6%	1%	-9%	-15%	-9%	2%	-26%
PI4K2A block	-8	0	-1	1	-1	3	1	-1	2	-4
TrxR1 substrate	0%[57.1 µM]	2%	-7%	?	1%[57.1 µM]	7%	4%	13%[57.1 µM]	6%[57.1 µM]	9%
mIDH1 inhibitor	-5%	5%	5%	-2%	2%	6%	0%	5%	8%	-8%
LDHA inh	?	2	2	?	2	-1	-2	-3	0	-4
GRP78 ERSR act	0%	-5%	-2%	-5%	-3%	-7%	-2%	-3%	-2%	-3%
Vif-APOBEC3G blk	6%	-9%	1%	2%	1%	-2%	1%	0%	-1%	0%
Vif-APOBEC3F blk	-8%	3%	0%	14%	2%	-19%	2%	-19%	-9%	3%

21) CN(C)C(=Nc1ccccc1)P(=S)(N(C)C)N(C)C
22) O=c1c2ccccc2nc(/C=C/c2ccccc2)n1-c1ccccc1O
23) CCOC(=O)c1ccc(N=C(c2ccccc2)c2c(O)n(C)c(=O)n(C)c2=O)cc1
24) CC(C)CC(NC(=O)C1CCCCC1)C(=O)N1CCC2(CC1)OCCO2 (configuration not stated)
25) CC1CCCN1CCC(C(N)=O)(c1ccccc1)c1ccccc1 (configuration not stated)
26) O=c1[nH]cnc2nc(-c3ccc(N(CCCl)CCCl)cc3)[nH]c12
27) COC(=O)C1=C(c2cccc(OCc3ccccc3)c2)C[C@@H]2CC[C@H]1N2C(=O)NCc1cccc(F)c1
28) Cc1c(N=Cc2c(O)n(Cc3ccco3)c(=O)[nH]c2=O)c(=O)n(-c2ccccc2)n1C
29) N#CC(C#N)=NNc1ccc(-n2ccc(C(F)(F)F)n2)cc1
30) O=C(CN1CCN(Cc2ccc(Cl)cc2)C1=O)N1CCC2(CC1)OCCO2
Compound	21	22	23	24	25	26	27	28	29	30
RXFP1 agonist	-1.7%	0.0%	0.1%	3.8%	/	/	-3.3%	2.2%	0.8%	0.5%
USP1-UAF1 inh	-20%	-29%	-12%	0%	-9%	?	-16%	-22%	?	-14%
PI4K2A block	-3	0	-7	2	-3	-3	-4	-4	-7	-1
TrxR1 substrate	6%[57.1 µM]	-5%	-4%[57.1 µM]	-2%	-5%	149%[57.1 µM]	2%	-12%	-6%	17%[57.1 µM]
mIDH1 inhibitor	7%	25%	7%	0%	0%	2%	-1%	-2%	33µM*	3%
LDHA inh	3	2	0	-7	-12	-13	-9	-8	-1	-2
GRP78 ERSR act	-1%	-1%	5%	-3%	-4%	-5%	-4%	-2%	1%	3%
Vif-APOBEC3G blk	-1%	-1%	3%	1%	1%	-28%	-1%	-8%	1%	-6%
Vif-APOBEC3F blk	9%	0%	1%	6%	-5%	6%	5%	0%	-2%	-3%

31) CC1CN1P(=O)(Oc1ccccc1)N1CC1C (configuration not stated)
32) CN(C)S(=O)(=O)c1cc(NC(=O)C[N+]23CCN(CC2)CC3)ccc1Cl
33) CCOC(=O)C(O)(c1ccc(NC(=O)c2ccco2)c(OC)c1)C(F)(F)F (configuration not stated)
34) CCN1C(=O)/C(=C/c2ccc3c(c2)CCN3CCCCl)C(=O)NC1=S
35) COC(=O)C1=C(c2cc3ccccc3o2)C[C@@H]2CC[C@H]1N2C(=O)NCCNC(C)=O
36) O=c1c2ccccc2nc(-c2ccccc2)n1-c1ccc(O)cc1
37) Cc1nc2ccc(Cl)cc2c(=O)n1-c1ccc([N+](=O)[O-])cc1
38) C=CCn1c(O)c(C=Nc2c(C)n(C)n(-c3ccccc3)c2=O)c(=O)[nH]c1=O
39) COc1ccc2c(c1OC)C(=O)OC2C1c2cc3c(cc2CCN1C)OCO3 (configuration not stated)
40) COc1cc(/C=C/[N+](=O)[O-])ccc1OC(=O)c1cccnc1
Compound	31	32	33	34	35	36	37	38	39	40
RXFP1 agonist	/	-1.6%	0.0%	0.7%	/	3.5%	1.3%	?	0.9%	0.1%
USP1-UAF1 inh	1%	-17%	-9%	-19%	-10%	-9%	-20%	-19%	-20%	-24%
PI4K2A block	1	0	7	-23	-4	6	3	-3	3	-1
TrxR1 substrate	7%[57.1 µM]	-2%	-2%[57.1 µM]	-5%	5%[57.1 µM]	4%	3%	-11%	6%[57.1 µM]	3%
mIDH1 inhibitor	1%	2%	4%	-7%	-3%	4%	-2%	-2%	7%	7%
LDHA inh	2	-6	-6	1	-3	2	-2	3	-5	4
GRP78 ERSR act	-2%	-5%	-2%	-3%	-3%	-4%	-2%	-5%	-5%&-5%&-3%&-3%	-1%
Vif-APOBEC3G blk	-1%	-1%	-2%	-2%	2%	2%	0%	-7%	0%	-27%
Vif-APOBEC3F blk	1%	-16%	-1%	?	3%	-1%	-1%	1%	-11%	?

41) CCOCCN1CCC(OC(C)=O)C(C)C1 (configuration not stated)
42) CC(=O)N1Cc2cnnn2-c2ccccc2C1(C)C#N (configuration not stated)
43) CC1(C)C2CC=C(CN3CCOCC3)C1C2 (configuration not stated)
44) Cc1ccccc1N1C(=O)NC(=O)/C(=C/c2ccc(N3CCOCC3)o2)C1=O
Compound	41	42	43	44
RXFP1 agonist	0.5%	/	1.9%	-2.7%
USP1-UAF1 inh	-5%	-19%	3%	25µM*
PI4K2A block	1	2	5	-5
TrxR1 substrate	-6%	6%	8%	-7%[57.1 µM]
mIDH1 inhibitor	0%	-2%[38.3 µM]	7%	8%
LDHA inh	1	-9	-2	-2
GRP78 ERSR act	-3%	-2%	-5%	-10%
Vif-APOBEC3G blk	0%	1%	-4%	-22%
Vif-APOBEC3F blk	5%	0%	-6%	?
